High-throughput results as filed in PubChem.
TRb SRC2 PPI = disrupts binding of human TR beta to SRC2 | P10828 | TRbeta-SRC2 peptide binding, fluorescence polarization; receptor liganded with 1 µM T3 | Potency, µM (series often up to 106 µM), inactives show at the top dose activity change, negative = inhibition, hits mostly inhibitors | actives 0.065% (n = 280,000);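 also: plate controls were bound peptide for no effect and peptide without receptor for full effect; nearly all actives have a fitted effect of over 50% in size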
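Assay buffer: 20 mM Tris-HCl, 100 mM NaCl, 10% glycerol, 1 mM EDTA, 0.01% NP-40, 1 mM DTT, 1 uM T3, 5% DMSO; TRb LBD 0.6 uM, Texas Red SRC2 20 nM; FP after 5 hr.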
Tau fibril FP = tau fibrillization inhibition (FP) | Potency, µM (titrated, usually from 57.7 µM), inactives show at the highest dose activity, negative = inhibition, actives largely listed as inhibitors | K18 P301L tau heparin fibrillization, Alexa594 FP, 6 h | actives 0.39% (n = 280,000) | P10636; also: % is scaled to controls: 0 for no effect and ±100 for the full control effect; nearly all actives have a fitted effect of over 55% in size
Target sequence (P10636 561-689 P618L limits assumed): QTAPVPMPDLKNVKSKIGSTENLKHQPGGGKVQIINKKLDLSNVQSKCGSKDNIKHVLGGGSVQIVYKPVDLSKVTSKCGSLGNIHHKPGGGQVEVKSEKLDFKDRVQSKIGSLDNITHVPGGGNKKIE
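Quantitative HTS format: compounds meet 15 uM recombinant K18 P301L tau and Alexa 594-tau tracer in 100 mM sodium acetate pH 7; 20 uM heparin triggers fibrillization at 37 C over 6 hr; FP gives the signal.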
RECQ1 inh = blocks DNA unwinding by human RECQ1 | P46063 | RECQ1 DNA unwinding, red fluorescence kinetic read | Potency, µM (series often up to 57.3 µM), without a hit: at the top dose activity, negative = inhibition, hits mostly inhibitors | actives 0.54% (n = 240,000);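 also: plate controls were vehicle for no effect and no enzyme for full effect; nearly all actives have a fitted effect of over 30% in size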
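RECQ1T1 50 nM; forked duplex (20 bp + 30-nt ss tails) 200 nM, ATP 2 mM final; pH 8.0, 2 mM MgCl2, 2.5 ug/ml poly(dI-dC); 15 min compound preincubation; discontinuous kinetic read over 2 h at RT.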
L3MBTL1 inh = L3MBTL1 (human) inhibition; Q9Y468; AlphaScreen L3MBTL1–H3K9me1 peptide binding; Potency, µM (series often up to 57.1 µM), without a hit: at the highest dose activity, negative = inhibition, actives largely listed as inhibitors; actives 0.66% (n = 230,000); also: % is scaled to controls: 0 for no effect and ±100 for the full control effect; nearly all actives have a fitted effect of over 60% in size
Target sequence (Q9Y468 whole entry, looked up): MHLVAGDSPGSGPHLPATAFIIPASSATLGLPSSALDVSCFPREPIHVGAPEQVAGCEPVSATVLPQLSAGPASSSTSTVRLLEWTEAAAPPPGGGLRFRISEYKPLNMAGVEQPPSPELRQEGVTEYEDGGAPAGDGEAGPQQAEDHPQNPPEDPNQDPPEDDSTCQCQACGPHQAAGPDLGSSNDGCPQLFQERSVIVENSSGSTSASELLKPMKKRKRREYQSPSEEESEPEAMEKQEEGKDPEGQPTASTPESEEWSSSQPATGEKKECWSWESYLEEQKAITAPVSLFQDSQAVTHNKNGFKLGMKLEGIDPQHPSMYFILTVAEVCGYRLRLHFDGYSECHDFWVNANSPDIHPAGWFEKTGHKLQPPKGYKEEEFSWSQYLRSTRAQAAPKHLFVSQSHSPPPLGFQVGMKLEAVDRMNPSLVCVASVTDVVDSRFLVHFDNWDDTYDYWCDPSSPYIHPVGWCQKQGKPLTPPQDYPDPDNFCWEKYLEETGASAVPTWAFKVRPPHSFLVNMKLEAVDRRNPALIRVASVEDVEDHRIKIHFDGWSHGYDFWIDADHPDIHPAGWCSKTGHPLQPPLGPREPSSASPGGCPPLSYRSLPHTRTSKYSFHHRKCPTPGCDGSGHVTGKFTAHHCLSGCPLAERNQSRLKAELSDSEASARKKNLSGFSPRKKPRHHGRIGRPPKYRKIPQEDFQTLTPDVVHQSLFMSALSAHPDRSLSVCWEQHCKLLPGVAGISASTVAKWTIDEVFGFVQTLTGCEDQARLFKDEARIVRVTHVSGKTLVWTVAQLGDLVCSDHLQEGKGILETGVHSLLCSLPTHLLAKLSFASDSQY
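L3MBTL1 50 nM + b-AHA-H3(1-15)K9me1 75 nM, 30 min RT; compound added, 30 min RT; streptavidin donor/Ni-chelate acceptor beads 10 ug/mL each final, 30 min RT dark; AlphaScreen read.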
Tau fibril ThT = inhibitors of human tau fibril formation, thioflavin T binding. AID 1460. Potency, µM (doses to about 57.4 µM), inactives show at the top dose activity, negative = inhibition, usual class: inhibitors. P10636. actives 2.1% (n = 270,000). recombinant tau K18 P301L, heparin-induced fibrillization, ThT fluorescence; also: % is scaled to controls: 0 for no effect and ±100 for the full control effect; nearly all actives have a fitted effect of over 55% in size
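K18 P301L tau (15 uM + 0.24 uM Alexa 594-tagged), heparin 20 uM, NaOAc pH 7, 6 h 37 C; ThT 30 uM, 1 h RT, ex 450/em 510 nm.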
Tau fluor counter = counter-screen for tau fibril formation inhibitors. tau K18 P301L Alexa594 fluorescence, heparin fibrillization. AID 1463. actives 0.93% (n = 280,000). Potency, µM (doses to about 57.7 µM), without a hit: at the highest dose activity change, negative = decrease; also: % is scaled to controls: 0 for no effect and ±100 for the full control effect; nearly all actives have a fitted effect of over 55% in size
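Human tau K18 P301L (15 uM unlabeled, 0.24 uM Alexa 594-labeled) in 100 mM sodium acetate pH 7 with 20 uM heparin, 6 hr at 37 C. ThT 30 uM added, 1 hr ambient; Alexa 594 FP and total fluorescence read at 555/632 nm.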
TexasRed fluor = alters Texas Red total fluorescence, flagging assay interference | TRb/SRC2 Texas Red total fluorescence interference | Potency, µM (doses to about 106 µM), inactives show top-dose fluorescence change, negative = quenching | actives 0.29% (n = 280,000); active = well fitted curve in either direction with a large enough effect; inconclusive = small, poorly fitted or top-dose-only effect; also: % is scaled to controls: 0 for no effect and ±100 for the full control effect
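Human TRb ligand-binding domain at 0.6 uM with 20 nM Texas Red SRC2 peptide in Tris buffer containing 1 uM T3 and 5% DMSO, incubated with compound 5 h at ambient temperature. Total fluorescence (555/632 nm) calculated as parallel + 2 × perpendicular.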
HTT ATP protect = protects HTT-Q103 PC12 cells, measured by ATP; PC12 HTT-Q103 induced, cytoprotection, ATP luminescence, 40 h; Potency, µM (highest dose often 56.4 µM), for the others: cytoprotection (ATP increase), most hits filed as activators; actives 0.14% (n = 230,000); AID 1471;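 also: % of control where 0% means no effect; nearly all actives have a fitted effect of over 45% in size; toxic huntingtin expression switched on by the ecdysone agonist tebufenozide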
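Compounds added alongside 100 nM tebufenozide, which induces toxic Q103 huntingtin exon 1-GFP in stable PC12 cells; surviving cells quantified by luminescent ATP measurement. Medium: phenol red-free DMEM, 5% equine and 5% calf serum.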
* hit, by the source's call; i = inactive; ? = inconclusive; / = no result given; [ ] = another dose, or the depositor's remark. Unless noted, calls follow the shape of the dose curve; as a rule, active = well fitted curve in the direction sought with a large enough effect; inconclusive = small, poorly fitted or top-dose-only effect, or another doubt; inactive = no such curve, though single readings can be large; an effect the other way counts as inactive or inconclusive. Potency is read from the fitted curve at half-maximal effect. These rows are one share of the data; rates above refer to the full screens.

SMILES	TRb SRC2 PPI	Tau fibril FP	RECQ1 inh	L3MBTL1 inh	Tau fibril ThT	Tau fluor counter	TexasRed fluor	HTT ATP protect
CC1=C(CC(=O)c2ccc(Cl)cc2)C(=O)c2ccccc2C1=O	-4.9%	?	-3.6%	?	?	?	-2.3%	-152.1%[inhibitor]
CCc1ccc(CNC(=O)C2COc3ccccc3C2)cc1 (centres undefined)	9.2%	-12.2%	/	/	5.7%	1.6%	-3.0%	/
CCOC(=O)c1[nH]c(C)c(C(=O)N2CCN(c3ccccc3)CC2)c1C	0.9%	0.0%	-5.0%	-11.7%	?	-13.9%	-0.4%	-20.5%
CCC1C(C#N)=C(N)OC2=C1C(=O)CC(C)(C)C2 (centres undefined)	0.8%	-7.2%	i	7.2%	-10.2%	-4.3%	-4.9%	12.1%[10 µM]
CC1CC(C(F)(F)F)n2ncc(C(=O)O)c2N1 (centres undefined)	0.9%	1.8%	5.4%	-7.6%	-5.8%	0.0%	-1.3%	-13.9%
O=C(Nc1nnc(-c2ccc(F)cc2)o1)c1ccco1	6.6%	-5.3%	i	/	2.4%	-4.0%	2.7%	35.1%[10 µM]
Oc1ccc(/C=N/NC(=S)NCCN2CCOCC2)c(O)c1	-2.7%	9.7%	-10.2%	22.4µM*	-6.8%	0.6%	-0.7%	-16.1%
O=[N+]([O-])c1ccccc1/C=N/Nc1nc(N2CCCC2)nc(N2CCCC2)n1	2.8%	10.1%	-8.8%	3.9%	-6.7%	-1.5%	3.3%	-43.8%[inhibitor]
COc1ccc(/C=C2/SC(=O)N(CCNC(=O)C3CCCN3C(=O)c3cccs3)C2=O)cc1 (centres undefined)	13.9%	3.6%	-0.8%	-4.7%	-0.8%	-1.1%	-1.1%	/
Cc1ccc(S(=O)(=O)NCc2ccc(C(=O)N(C)CCC#N)cc2)cc1	-3.1%	3.0%	-3.2%	0.1%	-7.8%	-3.5%	-1.6%	-5.7%
Cc1ccc(C)c(NC(=O)CCS(=O)(=O)c2cccc3nsnc23)c1	-1.1%	-8.2%	/	/	-1.9%	-6.3%	-3.2%	/
Nc1nnc(Cc2ccc(Cl)cc2Cl)s1	-10.3%	-1.0%	i	/	3.2%	0.6%	-1.3%	-7.7%
CC(C)(CO)NC(=S)NCc1ccco1	-3.6%	-19.9%	9.9%	-4.0%	?	-25.5%	0.0%	-8.1%[10 µM]
CC1CCN(S(=O)(=O)c2ccc3nc(NCc4ccc(N(C)C)cc4)ccc3c2)CC1	-1.2%	8.4%	/	/	?	?	-1.5%	/
CC1(C)NC(=O)N(CC(O)CN2CCOCC2)C1=O (centres undefined)	-2.1%	5.2%	i	/	-11.0%	-3.4%	2.2%	10.7%[10 µM]
O=C(c1cc(-c2ccco2)on1)N1CCN(C(c2ccccc2)c2ccccc2)CC1	-0.8%	-8.7%	-13.2%	-9.2%	-3.2%	-10.8%	-0.7%	-8.3%
COc1ccc(CC(=O)Nc2ccc(C(=O)NC(C)(C)C)cc2)cc1	1.7%	-0.5%	-2.5%	3.4%	-2.1%	-3.1%	-4.6%	-8.8%[10 µM]
Cc1ccc2c(=O)cc(C(=O)Nc3ccc(S(=O)(=O)N4CCCCC4C)cc3)oc2c1C (centres undefined)	-2.0%	?	/	/	0.8%	?	3.7%	/
CC(=O)N=c1c(C#N)cc2c(=O)n3cccc(C)c3nc2n1Cc1ccco1	-10.0%	-4.3%	-16.0%	-21.7%	?	-25.7%	-1.6%	-3.9%[10 µM]
CCN(c1ccccc1)S(=O)(=O)c1ccc2[nH]cc(C(=O)N3CCOCC3)c(=O)c2c1	-15.0%	5.7%	-1.8%	-7.9%[11.4 µM]	4.3%	2.8%	-1.7%	10.1%
COCCN(C(=O)Cc1cccs1)C(C(=O)NCc1ccc(OC)cc1)c1ccc(OC)cc1 (centres undefined)	-4.8%	-6.0%	-11.3%	-1.6%	-4.4%	-18.2%	-10.3%	19.1%[10 µM]
Cc1cccc(C)c1NC(=S)N1CCC(N(C)CC2CCCO2)CC1 (centres undefined)	-4.5%	2.6%	i	/	-7.8%	-1.0%	-1.3%	6.8%
CC(=O)c1ccc(NC(=O)COC(=O)CCc2ccc(S(=O)(=O)N3CCOCC3)cc2)cc1	1.5%	-9.4%	-7.9%	5.5%	7.3%	-8.1%	-5.6%	3.7%[10 µM]
Cc1cc(NC(=O)COC(=O)c2cc3c(s2)CCC(C)C3)no1 (centres undefined)	-8.3%	-2.4%	-6.5%	1.3%	-4.1%	-2.7%	-3.4%	4.1%
Cc1ccc(C(=O)OCC(=O)Nc2ncc(Cl)cc2Cl)cc1NC(=O)c1ccco1	-1.2%	0.0%	-5.1%	/	-20.0%	-11.8%	2.9%	-10.8%
Cc1ccn2cc(CSc3ccccc3N)nc2c1	6.2%	3.2%	-0.9%	-2.6%	-13.6%	-5.7%	-4.4%	-43.4%[inhibitor]
O=C1CCn2nc(-c3ccc(Cl)cc3)cc2N1	-1.1%	10.5%	1.8%	8.7%	3.2%	-1.1%	-1.4%	-16.9%[10 µM]
CCC(CC)c1nn2cc(-c3ccccc3)nc2s1	0.7%	-0.4%	/	/	?	-7.6%	-0.6%	/
CCOC(=O)c1c(C)oc2nc(C)nc(NCC3CCN(Cc4ccc(Cl)cc4)CC3)c12	-6.7%	-8.4%	/	/	-6.8%	-6.2%	-3.7%	/
CCCC(C)C(=O)OCC(=O)Nc1c(Br)cc(C)cc1Br (centres undefined)	-1.4%	2.0%	i	7.5%	-7.6%	-3.1%	1.0%	37.8%[10 µM]
COc1cc(C2C(C#N)=C(N)Oc3cc(N(C)C)ccc32)cc2c1OCO2 (centres undefined)	2.0%	1.7%	-9.5%	-0.4%	?	?	-6.1%	-168.1%[inhibitor][0.074 µM]
CC1(C)CC(=O)C=C(Nc2ccc(C(=O)O)cc2)C1	-1.1%	-4.0%	-2.2%	9.1%	-8.1%	-0.1%	0.0%	-29.1%[1.9 µM]
CC(=O)/C(C#N)=C1\NC(=O)C(Cc2ccc(C)c(C)c2)S1 (centres undefined)	-9.2%	3.2%	-0.8%	6.7%	-10.3%	-9.8%	-2.9%	-49.8%[inhibitor]
O=c1[nH]c2ccccc2c(O)c1-c1ccccc1[N+](=O)[O-]	5.8%	3.1%	-0.9%	-15.2%	3.6%	12.8%	-1.0%	19.9%[10 µM]
C=CCn1c(NC(=O)c2ccco2)c(S(=O)(=O)c2ccccc2)c2nc3ccccc3nc21	-12.8%	-2.1%	-17.6%	-12.2%	-18.5%	-2.3%	1.4%	0.4%
Cc1nnc(SCC(=O)N2CCN(S(=O)(=O)c3ccccc3)CC2)s1	2.7%	3.3%	-12.3%	?	0.9%	1.0%	0.6%	-26.1%
O=C(/C=C/c1ccccc1)Nc1nnc(SCC(=O)c2ccc3ccccc3c2)s1	-13.6%	-11.7%	-7.2%	-6.3%	-12.1%	-14.3%	-1.2%	-16.9%[10 µM]
OC(Cn1cccn1)c1ccccc1 (centres undefined)	0.5%	-3.1%	i	3.6%	-12.2%	-8.5%	1.7%	-16.5%
CC1CC(C)(C)NC(=S)N1CCCC(=O)Nc1ccc(Br)cc1 (centres undefined)	0.1%	2.2%	-6.8%	-3.6%	2.4%	-6.2%	-0.7%	-40.3%[inhibitor]
O=C(CN1C(=O)C2(SCC(=O)N2c2cccc(Cl)c2)c2ccccc21)NCCc1ccccc1 (centres undefined)	-22.4%	-7.7%	/	/	0.6%	-23.0%	?	/

7 records drawn at random from those above, as already listed:
SMILES	TRb SRC2 PPI	Tau fibril FP	RECQ1 inh	L3MBTL1 inh	Tau fibril ThT	Tau fluor counter	TexasRed fluor	HTT ATP protect
CCCC(C)C(=O)OCC(=O)Nc1c(Br)cc(C)cc1Br (centres undefined)	-1.4%	2.0%	i	7.5%	-7.6%	-3.1%	1.0%	37.8%[10 µM]
Cc1nnc(SCC(=O)N2CCN(S(=O)(=O)c3ccccc3)CC2)s1	2.7%	3.3%	-12.3%	?	0.9%	1.0%	0.6%	-26.1%
CCC(CC)c1nn2cc(-c3ccccc3)nc2s1	0.7%	-0.4%	/	/	?	-7.6%	-0.6%	/
O=C(/C=C/c1ccccc1)Nc1nnc(SCC(=O)c2ccc3ccccc3c2)s1	-13.6%	-11.7%	-7.2%	-6.3%	-12.1%	-14.3%	-1.2%	-16.9%[10 µM]
Cc1cccc(C)c1NC(=S)N1CCC(N(C)CC2CCCO2)CC1 (centres undefined)	-4.5%	2.6%	i	/	-7.8%	-1.0%	-1.3%	6.8%
C=CCn1c(NC(=O)c2ccco2)c(S(=O)(=O)c2ccccc2)c2nc3ccccc3nc21	-12.8%	-2.1%	-17.6%	-12.2%	-18.5%	-2.3%	1.4%	0.4%
Cc1ccn2cc(CSc3ccccc3N)nc2c1	6.2%	3.2%	-0.9%	-2.6%	-13.6%	-5.7%	-4.4%	-43.4%[inhibitor]

Going on with the list:
SMILES	TRb SRC2 PPI	Tau fibril FP	RECQ1 inh	L3MBTL1 inh	Tau fibril ThT	Tau fluor counter	TexasRed fluor	HTT ATP protect
COc1ccccc1OCC(=O)Nn1c(=S)[nH]c2ncccc2c1=O	10.0%	4.8%	-0.2%	10.4%	-1.9%	4.8%	-1.8%	-2.2%[10 µM]
CCOC(=O)c1cnc2c(-c3ccc(Cl)cc3)cnn2c1C	1.1%	1.3%	-13.8%	13.4%	-19.0%	-2.8%	-2.7%	14.7%[10 µM]
Oc1nc(Nc2ccc(F)cc2)sc1/C=C1\C=Nc2ccccc21	12.9%	1.4%	i	-0.3%	4.47µM*	7.08µM*[quencher]	-9.6%	-6.5%[10 µM]
Cc1ccc(C)c(-n2ccnc2SCC(=O)O)c1	3.3%	-3.3%	-2.6%	/	-9.2%	-6.0%	-2.7%	2.0%[10 µM]
